Source: PubChem BioAssay
Nrf2 activator: Nrf2 pathway activation; AREc32 ARE-luciferase reporter (MCF7-derived line), luminescence, 24 h; Potency, µM (highest dose often 46.1 µM), for inactives: at the top dose activation, usual class: activators; 0.31% of 410,000 active; note: potency is the fitted concentration of half-maximal effect; % of control where 0% means no effect; nearly all actives have a fitted effect of over 65% in size
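For detection, Steady-Glo was added and plates sat 30 min at RT; before that, AREc32_Fluc cells grown overnight in OPTI-MEM/5% FBS had been treated with 23 nL compound for 24 hr at 37 deg C.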
HepG2 viability: kills HepG2 cells in TGF-b inhibitor counter-screen; HepG2 CAGA-GFP viability, ATP luminescence, 18 h; Potency, µM (series often up to 46.1 µM), for inactives: at the top dose activity change, negative = cytotoxicity, actives largely listed as cytotoxic; 0.76% of 410,000 active; AID 588856; note: potency is the fitted concentration of half-maximal effect; some results filed as inactive show a strong effect at the top dose
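CellTiter-Glo luminescence gave cytotoxicity after 18 hours at 37 degrees C. The cells were HepG2 CAGA-GFP in 1% FBS DMEM, stimulated with 500 pg/mL TGF-beta after compound addition. %Activity was normalised to no-cell wells (complete cell-killing) and DMSO (no toxicity), and curves were fitted and classified.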
MCF10A rerep: induces DNA re-replication in MCF 10a normal breast cells; MCF 10A DNA re-replication, Hoechst nuclear intensity, 48 h; Potency, µM (series often up to 46.1 µM), for the others: top-dose activity, positive = re-replication, actives largely listed as activators; 2.9% of 350,000 active; note: potency is the fitted concentration of half-maximal effect; % of control where 0% means no effect; nearly all actives have a fitted effect of over 50% in size
S2 tox: viability counter-screen for ATXN expression inhibitors | S2 cells (HEK-293 line with an ATXN2-luciferase reporter) viability, CellTiter-Fluor protease fluorescence, 24 h | Potency, µM (top dose mostly 56.7 µM), actives largely listed as cytotoxic | 0.49% of 400,000 active | AID 651635; note: potency is the fitted concentration of half-maximal effect; nearly all actives have a fitted effect of over 40% in size
Nrf2 inh: blocks Nrf2 signaling; 2.1% of 360,000 active; A549 ARE-Fluc reporter, luciferase luminescence, 18-24 h; Potency, µM (titrated, usually from 46 µM), without a hit: at the top dose activity change, negative = inhibition, usual class: inhibitors; note: potency is the fitted concentration of half-maximal effect; % is set by controls: 0 for no effect and ±100 for the full control effect; nearly all actives have a fitted effect of over 60% in size
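Concentration-response testing used A549 ARE_Fluc cells at 5000 cells/well. Following an 18-24 h compound incubation, viability was read by fluorescence (Ex 405/Em 525) and luciferase output by luminescence.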
ATXN2 expr inh: inhibitors of ATXN2 expression. HEK-293 ATXN2-luciferase reporter, luminescence, 24 h. Potency, µM (series often up to 57 µM), for inactives: at the highest dose activity change, negative = inhibition, hits mostly inhibitors. 0.72% of 360,000 active; note: potency is the fitted concentration of half-maximal effect; % is set by controls: 0 for no effect and ±100 for the full control effect; nearly all actives have a fitted effect of over 55% in size
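qHTS (up to 57 uM final) was run with 24 h compound exposure of reporter cells at 37 °C. Each well was multiplexed: SteadyGlo luminescence measured ATXN2-luciferase expression after a fluorogenic Gly-Phe-AFC viability readout (25 uM final).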
A549 viability: kills or reduces viability of A549 cells in Nrf2 counter-screen. A549 ARE-Fluc cells, CellTiter-Fluor viability, 18-24 h. Potency, µM (highest dose often 46 µM), without a hit: at the highest dose activity change, negative = cytotoxicity, hits mostly inhibitors. 0.16% of 390,000 active. AID 504648; note: potency is the fitted concentration of half-maximal effect; % is set by controls: 0 for no effect and ±100 for the full control effect
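A549 ARE-Fluc cells in 5% FBS OPTI-MEM, 5000 cells/well, rested 2 h then exposed to compounds in concentration-response for 18-24 h at 37 °C. Viability by CellTiter-Fluor fluorescence (Ex 405/Em 525) after 30 min; luciferase luminescence (BugLite, 15 min, RT) read afterwards.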
TGFb SMAD3 inh: inhibitors of TGF-b signaling. HepG2 CAGA-GFP TGF-b/SMAD3 reporter, GFP fluorescence, 18 h; TGF-beta stimulated, 500 pg/mL final. Potency, µM (highest dose often 46.1 µM), inactives show at the top dose activity, negative = inhibition, most hits filed as inhibitors. 1.2% of 410,000 active. AID 588855; note: potency is the fitted concentration of half-maximal effect; % is set by controls: 0 for no effect and ±100 for the full control effect; nearly all actives have a fitted effect of over 65% in size
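Per well, imaged GFP fluorescence of HEPG2 CAGA-GFP cells gives the signal; cells get compound, then TGF-beta (500 pg/mL final), 18 h at 37 degrees C; %Activity versus -TGF-beta and +DMSO controls.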
IL1B secr inh: inhibitors of inflammasome signaling (IL-1 beta secretion). THP-1 LPS/ATP IL-1B secretion, AlphaLISA, 16 h; hits give low values. activity change, % at 57.5 µM. 4.7% of 360,000 active; in the data active = activity change below about -50%; inconclusive = mostly about -30% to -49%; note: % is set by controls: 0 for no effect and ±100 for the full control effect
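THP-1 cells pretreated 1 hr with compounds (up to 57.5 uM final), then stimulated with LPS (250 ng/mL final) plus ATP (1.25 mM final); secreted IL-1B measured by AlphaLISA after 16 hr, decreased signal indicating inhibition.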
* marks the source's active call; other numbers are inactive results; i = inactive; ? = inconclusive; . = no result given; [ ] = dose if it differs, or a comment. Unless noted, calls come from the whole dose curve; as a rule, active = well fitted curve in the direction sought with a large enough effect; inconclusive = small, poorly fitted or top-dose-only effect, or another doubt; inactive = no such curve, though single readings can be large; an effect the other way counts as inactive or inconclusive.

SMILES	Nrf2 activator	HepG2 viability	MCF10A rerep	S2 tox	Nrf2 inh	ATXN2 expr inh	A549 viability	TGFb SMAD3 inh	IL1B secr inh
O=C(/C=C/c1ccc(F)cc1)NC(=S)N1CCOCC1	3.2%	5%	4%	i	-4%	18%	-1%	?	0
Cc1cc(O)c(NC(=O)c2ccco2)cc1C	13µM*	-1%	1%	i	?	47%[activator]	4%	-25%	5
COc1cc2c(cc1OC)C1Cc3ccc(OC)c(OC)c3C[N+]1([O-])CC2 (stereo unspecified)	-0.6%	14%	26%	i	-8%	-5%	-3%	7%	5
CC1CCCC(C)N1C(=C(Cl)Cl)C(=C1SCCS1)[N+](=O)[O-] (stereo unspecified)	3.3%	-41%	-10%	i	?	-37%	-16%	?	?
COc1cc(=O)n(C)c2cc(N(C)C)ccc12	3.2%	-23%	0%	i	0%	13%	13%	-4%	-7
CCN1CCCC1CNS(=O)(=O)c1cccc(C(F)(F)F)c1 (stereo unspecified)	0.3%	20%	2%	i	12%	-10%	0%	-3%	-3
CSc1nc2c(c(=O)n1-c1ccccc1)SCC2	-0.5%	-11%	-23%	i	.	-2%	-5%	1%	-7
Cc1cc(C(=O)N/N=C/c2ccccc2[N+](=O)[O-])c(C)o1	15%	-23%	-4%	i	?	20%	?	2%	-5
COc1ccccc1N(CC(=O)N1CCCCCC1)S(C)(=O)=O	-1.0%	-6%	0.33µM*	i	9%	1%	-5%	-5%	5
O=C(Nc1ccccc1)c1ccc(CN2CCc3ccccc3C2)cc1	8.3%	-18%	?	i	24%	-17%	1%	2%	-4
COc1ccc(-c2nnnn2-c2ccc(F)cc2F)cc1	0.0%	-5%	-1%	i	-9%	10%	12%	9%	-7
COc1ccc(Nc2nnc(SC(C)C(=O)NC3CC3)s2)cc1 (stereo unspecified)	3.3%	-20%	-17%	i	25%	0%	2%	-5%	-2
N#CSC(c1ccccc1)c1nc2ccccc2[nH]c1=O (stereo unspecified)	?	-74%	3%	i	-2%	-18%	0%	?	29
CC1(C2CC2)NC(=O)N(CC(=O)N2CCN(c3ccc(F)cc3)CC2)C1=O (stereo unspecified)	-0.3%	6%	0%	i	3%	8%	-1%	0%	12
Cc1ccc(CNC(=O)CCc2c(C)nc3nc(C)nn3c2C)cc1	0.4%	-1%	.	i	-4%	12%	16%	9%	.
O=C1N[C@@H](Cc2ccccc2)C(=O)N2[C@@H]3N(S(=O)(=O)c4ccccc4)c4ccccc4[C@]3(Br)C[C@@H]12	-0.1%	-14%	?	i	-24%	-27%	3%	1%	?
CCOC(=O)/C(C#N)=C/c1cc2ccc(C)cc2nc1Cl	8.4%	-30%	?	i	-3%	2%	3%	0%	24
Cc1ccc(S(=O)(=O)N2CCOCC2)cc1NC(=O)COC(=O)c1ccccc1OCc1c(C)noc1C	0.2%	-9%	21%	i	-10%	1%	2%	1%	33
C[C@@H](NC(=O)c1nc[nH]c1C(=O)N[C@@H](Cc1ccccc1)C(=O)OC(C)(C)C)c1ccccc1	-3.1%	-58%	?	.	?	?	-25%	?	-61*
CN1N=C(C(C)(C)C)CC1=O	?	-156%	?	i	5%	-15%	-2%	?	.
CCc1ccccc1NC(=O)c1ccc(-c2csc(C)n2)cc1	2.3%	-5%	1%	i	12%	32%[activator]	0%	15%	-9
O=C(CCc1ccc(CCC(=O)c2cccs2)s1)c1cccs1	16%	-34%	?	i	4%	20%	-2%	?	30
C=CCN(C(=O)c1csnn1)C(C(=O)NC1CCCCC1)c1ccccc1F (stereo unspecified)	-0.2%	1%	7%	?	-11%	3%	-5%	0%	-11
CCOc1ccc(C(=O)N2CCN(Cc3cc(=O)n4nc(-c5ccccc5Cl)sc4n3)CC2)cc1	?	-1%	.	i	.	12%	-2%	-12%	.
O=S(=O)(c1ccccc1)N(CC(O)COc1ccccc1)c1ccccc1 (stereo unspecified)	0.1%	-2%	2%	i	0%	?	-2%	-24%	-26
O=C(Nc1cccc2c1CCCC2)c1cccc(F)c1	-0.2%	10%	11%	i	2%	-2%	-1%	0%	8
C=C1CCC[C@]2(C)C[C@H]3OC(=O)C(CNCC(OC)OC)[C@H]3CC12 (stereo partly specified)	?	18%	?	i	-5%	8%	0%	0%	-78*
O=C(COc1ccc(Cl)cc1)OCC(=O)N1CCCc2ccccc21	0.3%	4%	-2%	i	-4%	16%	2%	0%	17
Cc1ccn2c(Nc3ccccc3)c(-c3c[nH]c4ccccc34)nc2c1	16%	-67%	.	?	14%	5%	-16%	?	.
O=C(O)CCNC(=O)c1cncc(Br)c1	-0.1%	0%	4%	i	-5%	4%	0%	-1%	-7
CCCCCn1nnnc1-c1nc2cc(C)c(C)cc2[nH]c1=O	1.6%	.	.	i	.	1%	.	.	5
O=C(NC1CCCC1)c1cc(-c2ccccc2)on1	19%	-2%	9%	?	?	-4%	-11%	-7%	40
Cc1noc(C)c1NC(=O)Nc1ccc2c(c1)C(=O)N([C@H](C)CO)C[C@H](C)[C@@H](CN(C)C(=O)NC(C)C)O2	-0.9%	4%	0%	i	-15%	7%	-1%	?	32
O=[N+]([O-])c1ccccc1OC/C(=N\O)c1ccccc1	21%	-15%	9%	i	?	12%	3%	3%	23
Cc1c(NC(=O)c2ccc(-c3ccc(F)cc3)o2)cccc1-c1nc2ncccc2o1	0.5%	0%	.	i	-40%	-6%	-6%	-21%	.
CS(=O)(=O)N(CC(=O)N1CCN(Cc2ccc3c(c2)OCO3)CC1)c1ccc2c(c1)OCO2	-0.3%	-3%	0%	i	2%	-8%	0%[1.84 µM]	2%	3
Fc1ccc(-c2noc(-c3ccc4c(c3)CCO4)n2)cc1	5.0%	17%	-19%	i	?	6%	1%	23%	.
CCC1(C)Cc2sc3c(=O)[nH]c(=S)[nH]c3c2CO1 (stereo unspecified)	1.9%	2%	-7%	i	-12%	-17%	1%	30%	17
COc1ccc(-c2cc(CNS(=O)(=O)c3ccc(NC(C)=O)cc3)on2)cc1	-0.6%	-1%	?	i	-6%	-12%	2%	9%	-6
C=CCSc1nc(N)cc(=O)[nH]1	-1.4%	0%	0%	i	-23%	.	-9%	1%	-5
O=C(Nc1nc2ccccc2n1CCN1CCCC1)C1CCCCC1	2.5%	-19%	17%	i	22%	-8%	18%	18%	-17
N#Cc1cc([N+](=O)[O-])c(-n2nnc3ccccc32)c([N+](=O)[O-])c1	-0.4%	0%	?	.	-18%	?	-28%	-14%	-19
COc1cc2nc(CN(C)Cc3ccc(C(C)(C)C)cc3)[nH]c(=O)c2cc1OC	-0.3%	-14%	1%	i	1%	.	-3%	8%	9
COc1ccc(C(=O)Nc2c(N)nc(SCC(=O)Nc3ccc(C(C)=O)cc3)[nH]c2=O)cc1	0.3%	0%	9%	i	?	4%	-12%	3%	i
CC(=O)c1ccc(N2C(=O)N(Cc3ccc(F)cc3)c3ccccc3S2(=O)=O)cc1	-0.8%	1%	.	i	.	-21%	1%	0%	.
COc1ccc(Cl)cc1S(=O)(=O)N1CCC(c2ccncc2)CC1	3.3%	-26%	.	?	.	-25%	1%	-14%	.
CCOC(=O)c1cnn(CCOC(=O)C2CC2)c1NC(=O)C1CC1	-0.7%	2%	4%	i	1%	-3%	4%	19%	13
O=C(CNS(=O)(=O)c1ccccc1)Nc1cccc([N+](=O)[O-])c1	?	16%	-1%	i	3%	15%	-1%	-9%	7
O=C(N/N=C/c1ccncc1)c1cc([N+](=O)[O-])cc([N+](=O)[O-])c1	0.1%	-11%	0%	i	6%	-12%	-4%	-2%	6
CCC(O)(C(=O)Nc1ccccc1C(F)(F)F)c1ccccc1OC (stereo unspecified)	-1.1%	12%	-6%	i	-4%	-2%	5%	3%	7

Entries of single compounds, quoted from the list. Values in the order: Nrf2 activator, HepG2 viability, MCF10A rerep, S2 tox, Nrf2 inh, ATXN2 expr inh, A549 viability, TGFb SMAD3 inh, IL1B secr inh
Listed for CCOC(=O)c1cnn(CCOC(=O)C2CC2)c1NC(=O)C1CC1 : -0.7%, 2%, 4%, i, 1%, -3%, 4%, 19%, 13
Listed for CCC(O)(C(=O)Nc1ccccc1C(F)(F)F)c1ccccc1OC (stereo unspecified) : -1.1%, 12%, -6%, i, -4%, -2%, 5%, 3%, 7
Listed for CC(=O)c1ccc(N2C(=O)N(Cc3ccc(F)cc3)c3ccccc3S2(=O)=O)cc1 : -0.8%, 1%, ., i, ., -21%, 1%, 0%, .
Listed for O=C(CNS(=O)(=O)c1ccccc1)Nc1cccc([N+](=O)[O-])c1 : ?, 16%, -1%, i, 3%, 15%, -1%, -9%, 7

Further records.
SMILES	Nrf2 activator	HepG2 viability	MCF10A rerep	S2 tox	Nrf2 inh	ATXN2 expr inh	A549 viability	TGFb SMAD3 inh	IL1B secr inh
Cc1cccc(NC(=O)CCc2nnc3ccc(N4CCC(C)CC4)nn23)n1	-0.8%	10%	0%	i	-20%	6%	-7%	2%	9
CCOc1ccc(CCNC(=O)c2cnc3sc(N4CCOCC4)nn3c2=O)cc1	-1.0%	-18%	.	.	-8%	.	-8%	0%	.
O=C(O)COc1ccc2c(c1)CCCC2	0.0%	2%	?	i	-3%	12%	-10%[1.84 µM]	-14%	11
Cc1ccc2c(COC(=O)c3ccccc3OC(F)F)cc(=O)oc2c1	10%	11%	-31%[inhibitor]	i	6%	13%	-1%	2%	29
CCOC(=O)c1c(C)[nH]c(=S)c(C#N)c1-c1ccc(Cl)cc1	3.9%	-1%	?	i	-7%	.	9%	-6%	16
Cc1ccc(NC(=O)N(Cc2ccco2)C(C)c2ccco2)cc1C (stereo unspecified)	0.3%	-4%	28%	i	?	-9%	-3%	0%	-1
CCN1CCN(C(=O)c2ccc(N3CC4CC(C3)c3cccc(=O)n3C4)c([N+](=O)[O-])c2)CC1 (stereo unspecified)	0.5%	-26%	5%	i	-1%	.	-1%	-7%	36
O=C(Nc1nnc(-c2ccc(Br)cc2)o1)c1ccco1	10%	0%	16%	i	?	1%	0%	1%	3
